Growth percent in the NCI-60 one-dose screen (48 h, 10 µM unless noted): 100 = growth as untreated, 0 = no growth, -100 = all killed.
NCI-H522: NCI-H522 lung cancer; 8% of 78,000 active
NCI-H226: NCI-H226 lung cancer; 3.5% of 79,000 active; AID 1794732
NCI/ADR-RES: NCI/ADR-RES ovarian cells | 4.4% of 81,000 active | AID 1794790
NCI-H460: NCI-H460 lung cancer; 6.8% of 82,000 active
HCT-116: HCT-116 colon cancer; 7.3% of 82,000 active
HCT-15: HCT-15 colon cancer. 5.2% of 82,000 active. AID 1794746
HT29: HT29 colon cancer; 7.4% of 81,000 active; AID 1794748
NCI-H322M: NCI-H322M lung cancer | 2.7% of 80,000 active | AID 1794733
COLO 205: COLO 205 colon cancer. 7.3% of 79,000 active. AID 1794742
* = called active by the depositor. How the source made its calls: active means growth percent below 10; inactive means the rest.

Screening CC/C=C\C/C=C\C/C=C\C/C=C\C/C=C\C/C=C\CCC(=O)CO[C@H]1O[C@@H](Oc2cc(O)cc(O)c2C(=O)CCc2ccc(O)cc2)[C@H](O)[C@@H](O)[C@@H]1O returned NCI-H522 123, NCI-H226 106, NCI/ADR-RES 104, NCI-H460 92, HCT-116 97, HCT-15 100, HT29 123, NCI-H322M 103 and COLO 205 101.
NC(=O)C1(Nc2ccc(-c3ccc(Br)cc3)cc2)CCCC1 was read as NCI-H522 92, NCI-H226 91, NCI/ADR-RES 91, NCI-H460 100, HCT-116 87, HCT-15 80, NCI-H322M 86 and COLO 205 96.
For N#Cc1ccc(NC(=O)c2sc3nc4c(cc3c2N)C(=O)CCC4)cc1 the results were NCI-H522 103, NCI-H226 94, NCI/ADR-RES 106, NCI-H460 86, HCT-116 108, HCT-15 101, HT29 85, NCI-H322M 103 and COLO 205 109.
COc1ccccc1NC(=O)/C(=C\n1c(=S)[nH]c2ccc([N+](=O)[O-])cc21)C(C)=O was read as NCI-H522 73, NCI-H226 101, NCI/ADR-RES 97, NCI-H460 104, HCT-116 98, HCT-15 100, HT29 94, NCI-H322M 110 and COLO 205 96.
COC(=O)CNC(=O)[C@]12CCC(C)(C)C[C@H]1C1=CC[C@@H]3[C@@]4(C)Cc5c([nH]c6ccccc56)C(C)(C)[C@@H]4CC[C@@]3(C)[C@]1(C)CC2 was read as NCI-H522 80, NCI-H226 83, NCI/ADR-RES 90, NCI-H460 88, HCT-116 95, HCT-15 88, HT29 81, NCI-H322M 92 and COLO 205 87.
`COc1cc(C2=C(c3cn(C)c4ccccc34)COC2=O)cc(OC)c1OC` gave NCI-H522 3.4*, NCI-H226 15, NCI/ADR-RES 13, NCI-H460 3.0*, HCT-116 1.8*, HCT-15 5.4*, HT29 7.0*, NCI-H322M 27 and COLO 205 -4.6*.
CNc1cc([N+](=O)[O-])ccc1OCc1ccccc1 was read as NCI-H522 83, NCI-H226 80, NCI/ADR-RES 92, NCI-H460 99, HCT-116 88, HCT-15 101, HT29 98, NCI-H322M 98 and COLO 205 115.
`CN(C)CCS(=O)(=O)Nc1cc(-c2ccc3ncc(C#N)c(Nc4ccc(F)c(Cl)c4)c3c2)cnc1Cl` gave NCI-H522 -40*, NCI-H226 -15*, NCI/ADR-RES 64, NCI-H460 0.9*, HCT-116 -52*, HCT-15 -15*, HT29 5.5*, NCI-H322M -54* and COLO 205 -81*.
`CC(=O)/C(=C/N1C(=O)CC(=O)NC1=S)C(=O)Nc1ccccc1C` gave NCI-H522 100, NCI-H226 93, NCI/ADR-RES 104, NCI-H460 104, HCT-116 104, HCT-15 102, HT29 106, NCI-H322M 116 and COLO 205 97.
Screening N#Cc1c(-c2ccc(Cl)cc2)nc2c(c(-c3ccccc3)nn2-c2ccccc2)c1-c1ccc(N2CCCCC2)cc1 returned NCI-H522 86, NCI-H226 83, NCI/ADR-RES 97, NCI-H460 102, HCT-116 100, HCT-15 101, HT29 101, NCI-H322M 96 and COLO 205 113.
For O=C1NC(/C=C/c2ccccc2)N=C2C(c3ccc(Cl)cc3)=NOC12 (stereo not drawn) the results were NCI-H522 86, NCI-H226 100, NCI/ADR-RES 108, NCI-H460 108, HCT-116 107, HCT-15 106, HT29 98, NCI-H322M 111 and COLO 205 115.
Cc1nn(-c2cccc([N+](=O)[O-])c2)c(C)c1N=Nc1ccc(Br)cc1 was read as NCI-H522 62, NCI-H226 98, NCI/ADR-RES 102, NCI-H460 109, HCT-116 84, HCT-15 97, HT29 73, NCI-H322M 92 and COLO 205 101.
`CCOC(=O)c1ccc(OCC)cc1` gave NCI-H522 96, NCI-H226 99, NCI/ADR-RES 104, NCI-H460 103, HCT-116 107, HCT-15 97, HT29 107, NCI-H322M 113 and COLO 205 109.
Screening c1coc(-c2nc3ccccc3s2)c1 returned NCI-H226 104, NCI/ADR-RES 100, NCI-H460 106, HCT-116 91, HCT-15 93, HT29 100, NCI-H322M 103 and COLO 205 95.
Screening CCCCCCCCCCCCc1ccc(OC(=O)OCCCC)cc1 returned NCI-H522 86, NCI-H226 99, NCI/ADR-RES 96, NCI-H460 104, HCT-116 92, HCT-15 107, HT29 107, NCI-H322M 108 and COLO 205 116.
Screening N=c1sc(Cc2ccc(Cl)cc2)cn1CC(=O)c1ccc(F)cc1 returned NCI-H522 63, NCI-H226 83, NCI/ADR-RES 74, NCI-H460 34, HCT-116 64, HCT-15 50, HT29 71, NCI-H322M 76 and COLO 205 145.
CCOC(=O)C1CCCCN1c1ccc(N2C[C@H](CNC(=O)c3ccc(Cl)s3)OC2=O)cc1 (stereo partly drawn) was read as NCI-H522 78, NCI-H226 80, NCI/ADR-RES 90, NCI-H460 100, HCT-116 91, HCT-15 95, HT29 100, NCI-H322M 93 and COLO 205 105.
For O=C1COCCN1c1ccc(N2C(=O)C(Cl)C2c2cn(Cc3ccccc3)c3ccccc23)cc1 (stereo not drawn) the results were NCI-H522 92, NCI/ADR-RES 105, NCI-H460 100, HCT-116 95, HCT-15 101, HT29 98, NCI-H322M 106 and COLO 205 118.
Screening O=C1c2ccccc2-c2ccc3c4ccc5c6c(ccc(c7ccc1c2c73)c64)-c1ccccc1C5=O returned NCI-H226 104, NCI/ADR-RES 113, NCI-H460 111, HCT-116 103, HCT-15 99, HT29 137, NCI-H322M 140 and COLO 205 110.
For CNCc1ccccc1CN(CC(=O)Nc1ccc2c(c1)CC1(C2)C(=O)Nc2ncccc21)C(=O)C(C)(C)C (stereo not drawn) the results were NCI-H522 93, NCI-H226 95, NCI/ADR-RES 108, NCI-H460 106, HCT-116 105, HCT-15 111, HT29 105, NCI-H322M 100 and COLO 205 102.
Screening CCc1ccc(CCCC(=O)O)cc1 returned NCI-H522 90, NCI-H226 95, NCI/ADR-RES 99, NCI-H460 108, HCT-116 98, HCT-15 101, HT29 101, NCI-H322M 101 and COLO 205 112.
`O=C(O)c1ccc(-c2nn(-c3ccc(C(=O)O)cc3)cc2CO)cc1` gave NCI-H522 82, NCI-H226 101, NCI/ADR-RES 100, NCI-H460 107, HCT-116 99, HCT-15 101, HT29 93, NCI-H322M 97 and COLO 205 119.
COc1cc([C@@H]2c3cc4c(cc3[C@H](SC(=N)N)[C@H]3COC(=O)[C@H]23)OCO4)cc(OC)c1OC was read as NCI-H522 -7.1*, NCI-H226 0.8*, NCI/ADR-RES -0.7*, NCI-H460 5.8*, HCT-116 0.6*, HCT-15 12, HT29 8.4*, NCI-H322M 13 and COLO 205 -67*.
Screening COC[C@@H](CC(C)C)N=C1NC(=O)/C(=C/c2ccc3ncoc3c2)N1 returned NCI-H522 -16*, NCI-H226 0.1*, NCI/ADR-RES 20, NCI-H460 6.4*, HCT-116 23, HCT-15 1.9*, HT29 8.2*, NCI-H322M 20 and COLO 205 -16*.
CS(=O)(=O)Oc1cc2oc(=O)c3c(c2cc1Cl)CCCCC3 was read as NCI-H522 81, NCI-H226 85, NCI/ADR-RES 91, NCI-H460 97, HCT-116 81, HCT-15 100, HT29 93, NCI-H322M 106 and COLO 205 98.
For Cc1cc(N(CCCNc2ccnc3cc(Cl)ccc23)Cc2ccco2)nc(N2CCN(C)CC2)n1 the results were NCI-H522 82, NCI-H226 88, NCI/ADR-RES 60, NCI-H460 28, HCT-116 28, HCT-15 17, HT29 12, NCI-H322M 64 and COLO 205 -21*.
For CC(=O)CC(=O)Nc1nc2ccccc2s1 the results were NCI-H522 90, NCI-H226 74, NCI/ADR-RES 95, NCI-H460 88, HCT-116 98, HCT-15 102, HT29 97, NCI-H322M 102 and COLO 205 89.
Screening C=CCOc1ccccc1[C@@H](C(=O)Nc1cccc([N+](=O)[O-])c1)N(C(=O)CCc1c[nH]c2ccccc12)c1ccc(C)cc1 returned NCI-H522 79, NCI-H226 83, NCI/ADR-RES 90, NCI-H460 99, HCT-116 90, HCT-15 97, HT29 94, NCI-H322M 93 and COLO 205 101.
CC(=O)[C@@H]1CC[C@]2(COCCC#N)CC[C@@]3(C)[C@]4(C)CC[C@H]5C(C)(C)[C@@H](OCCC#N)CC[C@]5(C)[C@H]4CC[C@]3(C)[C@@H]12 was read as NCI-H522 85, NCI-H226 93, NCI/ADR-RES 99, NCI-H460 98, HCT-116 95, HCT-15 99, HT29 104 and COLO 205 121.
CN(CCCOS(C)(=O)=O)CCCOS(C)(=O)=O was read as NCI-H522 108, NCI-H226 93, NCI/ADR-RES 107, NCI-H460 107, HCT-116 108, HCT-15 106, HT29 103, NCI-H322M 110 and COLO 205 114.
C#Cc1ccccc1N1C(=O)C=CC1=O was read as NCI-H522 88, NCI-H226 104, NCI/ADR-RES 102, NCI-H460 104, HCT-116 101, HCT-15 105, HT29 103, NCI-H322M 113 and COLO 205 102.
For O=C(/C=C/c1cccc(Cl)c1Cl)Nc1ncc(Cc2ccccc2Cl)s1 the results were NCI-H522 18, NCI-H226 68, NCI/ADR-RES 31, NCI-H460 34, HCT-116 24, HCT-15 21, HT29 12, NCI-H322M 79 and COLO 205 45.
`COc1ccc2c(c1)OC1=C(C(=O)OC1)C2c1cc(OC)c(OC)c(OC)c1` (stereo not drawn) gave NCI-H522 -32*, NCI-H226 27, NCI/ADR-RES 2.0*, NCI-H460 5.3*, HCT-116 19, HCT-15 19, HT29 6.9*, NCI-H322M 53 and COLO 205 1.9*.
c1cncc(CCc2ccncc2)c1 was read as NCI-H522 94, NCI-H226 106, NCI/ADR-RES 114, NCI-H460 102, HCT-116 100, HCT-15 96, HT29 99, NCI-H322M 113 and COLO 205 113.
For O=C(NO)c1ccc(Cn2ccc3c(NCc4ccccc4)ncnc32)cc1 the results were NCI-H522 -52*, NCI-H226 24, NCI/ADR-RES -32*, NCI-H460 11, HCT-116 -7.7*, HCT-15 -17*, HT29 0.7*, NCI-H322M 30 and COLO 205 -60*.
For Cc1ccc(-c2nc(C#N)c(NCCCN)o2)cc1 the results were NCI-H522 98, NCI-H226 105, NCI/ADR-RES 102, NCI-H460 100, HCT-116 93, HCT-15 62, HT29 113, NCI-H322M 88 and COLO 205 117.
O=C(O)/C(=C\c1ccc([N+](=O)[O-])cc1)c1cccc(Cl)c1 was read as NCI-H522 87, NCI/ADR-RES 106, NCI-H460 116, HCT-116 105, HCT-15 104, HT29 99, NCI-H322M 95 and COLO 205 103.
For Nc1[nH]c(=O)[nH]c(=O)c1N=Nc1ccc(S(=O)(=O)Nc2nccs2)cc1 the results were NCI-H522 88, NCI-H226 99, NCI/ADR-RES 110, NCI-H460 110, HCT-116 100, HCT-15 102, HT29 104, NCI-H322M 102 and COLO 205 111.
`COc1ccc(-c2c3c(nc4ncn(N)c(=N)c24)C(C)CCC3)cc1` (stereo not drawn) gave NCI-H522 74, NCI-H226 97, NCI/ADR-RES 72, HCT-116 78, HCT-15 75, HT29 91 and NCI-H322M 104.
Cc1cc(C(N)=O)cc(C)c1C(=O)O was read as NCI-H522 72, NCI-H226 94, NCI/ADR-RES 106, NCI-H460 109, HCT-116 94, HCT-15 101, HT29 79, NCI-H322M 105 and COLO 205 96.
`C=CCn1c(-c2nc3ccc(C(=C(C#N)C#N)c4ccccc4)cc3[nH]2)cc2cc(Br)ccc21` gave NCI-H522 60, NCI-H226 66, NCI/ADR-RES 54, NCI-H460 42, HCT-116 27, HCT-15 30, HT29 64, NCI-H322M 71 and COLO 205 65.
Cc1cc(C)n(C(=O)CSc2ncnc3c2c(-c2ccccc2)c(-c2ccccc2)n3-c2cccc(Cl)c2)n1 was read as NCI-H522 81, NCI-H226 78, NCI/ADR-RES 93, NCI-H460 103, HCT-116 93, HCT-15 103, HT29 98, NCI-H322M 97 and COLO 205 110.
`Cc1cn(CCC(=O)NO)c(=O)[nH]c1=O` gave NCI-H522 98, NCI-H226 101, NCI/ADR-RES 99, NCI-H460 104, HCT-116 104, HCT-15 95, HT29 105, NCI-H322M 95 and COLO 205 112.
CN(C)CCCC(C#N)(c1ccccc1)c1ccccc1 was read as NCI-H522 110, NCI-H226 102, NCI/ADR-RES 99, NCI-H460 112, HCT-116 104, HCT-15 106, HT29 112, NCI-H322M 120 and COLO 205 104.
CCCCC(CC)c1nc2ccccc2s1 (stereo not drawn) was read as NCI-H522 87, NCI-H226 88, NCI/ADR-RES 104, NCI-H460 98, HCT-116 84, HCT-15 97, HT29 105, NCI-H322M 105 and COLO 205 86.
For Cc1ccc(S(=O)(=O)N2CCCC2CO)cc1 (stereo not drawn) the results were NCI-H522 91, NCI-H226 100, NCI/ADR-RES 57, NCI-H460 100, HCT-116 97, HCT-15 95, HT29 88, NCI-H322M 94 and COLO 205 103.

Ordered by molar mass (smallest number first): some entries from above.
For Cc1ccc(-c2nc(C#N)c(NCCCN)o2)cc1 the results were NCI-H522 98, NCI-H226 105, NCI/ADR-RES 102, NCI-H460 100, HCT-116 93, HCT-15 62, HT29 113, NCI-H322M 88 and COLO 205 117.
`COc1ccc2c(c1)OC1=C(C(=O)OC1)C2c1cc(OC)c(OC)c(OC)c1` (stereo not drawn) gave NCI-H522 -32*, NCI-H226 27, NCI/ADR-RES 2.0*, NCI-H460 5.3*, HCT-116 19, HCT-15 19, HT29 6.9*, NCI-H322M 53 and COLO 205 1.9*.
For O=C(/C=C/c1cccc(Cl)c1Cl)Nc1ncc(Cc2ccccc2Cl)s1 the results were NCI-H522 18, NCI-H226 68, NCI/ADR-RES 31, NCI-H460 34, HCT-116 24, HCT-15 21, HT29 12, NCI-H322M 79 and COLO 205 45.
`C=CCn1c(-c2nc3ccc(C(=C(C#N)C#N)c4ccccc4)cc3[nH]2)cc2cc(Br)ccc21` gave NCI-H522 60, NCI-H226 66, NCI/ADR-RES 54, NCI-H460 42, HCT-116 27, HCT-15 30, HT29 64, NCI-H322M 71 and COLO 205 65.
Cc1cc(C)n(C(=O)CSc2ncnc3c2c(-c2ccccc2)c(-c2ccccc2)n3-c2cccc(Cl)c2)n1 was read as NCI-H522 81, NCI-H226 78, NCI/ADR-RES 93, NCI-H460 103, HCT-116 93, HCT-15 103, HT29 98, NCI-H322M 97 and COLO 205 110.

Source: PubChem BioAssay
